Assay outcomes (PubChem BioAssay)
MsrA inhibitor = bovine MsrA enzyme inhibitors, primary screen, biochemical, absorbance, HTS. Methionine sulfoxide reductase A (Bos taurus). 360,000 tested, 0.75% active. inhibition, % at 15.5 µM. purified bovine MsrA, absorbance read-out. AID 651718, 2012; in the data active = inhibition above about 4.5%;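 also: 0% = vehicle wells with enzyme and 100% = reference inhibitor wells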
Scp-1 inhibitor = Scp-1 phosphatase inhibitors, primary screen, biochemical, colorimetric, uHTS. Carboxy-terminal domain RNA polymerase II polypeptide A small phosphatase 1 (Homo …. Recombinant Scp1, phosphopeptide, malachite green phosphate absorbance. inhibition, % at 20 µM. 340,000 tested, 0.88% active. AID 493091, 2011;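 active = inhibition above about 50% at 20 µM, limit read from the data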;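 also: plate controls were DMSO wells with enzyme for no effect and wells lacking enzyme for full effect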
Target sequence (Q9GZU7 76-261 limits assumed): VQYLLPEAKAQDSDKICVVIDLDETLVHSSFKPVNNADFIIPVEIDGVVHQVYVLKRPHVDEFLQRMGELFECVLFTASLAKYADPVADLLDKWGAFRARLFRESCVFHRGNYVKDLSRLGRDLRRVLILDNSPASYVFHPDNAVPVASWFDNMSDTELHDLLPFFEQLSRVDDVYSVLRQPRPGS
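Times: enzyme reaction 45 min at room temperature, colour 5 min, stabilisation 30 min. Material: SCP-1 catalytic fragment, aa 76-261. Medium: Acidic Tris acetate buffer with magnesium and detergent. Signal: colorimetric free-phosphate detection, absorbance 630 nm. Read-out basis: % inhibition of SCP-1 phosphate liberation. Reagent: Phosphorylated 17-residue peptide substrate.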
TbMetRS inhib = T. brucei MetRS inhibitors, primary screen, biochemical, luminescence. methionyl-tRNA synthetase (Trypanosoma brucei brucei). inhibition, % at 11.9 µM. purified T. brucei MetRS, ATP depletion, Kinase-Glo luminescence. 360,000 tested, 0.4% active;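 active = inhibition above a per-plate cutoff of the control wells' mean inhibition plus 3 SD, cut at about 5.5% in these data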;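 also: 0% = DMSO wells median and 100% = median of wells with control inhibitor compound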
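Material – parasite MetRS enzyme · Medium – HEPES-MgCl2-KCl buffer plus DTT, spermine, BSA, pyrophosphatase · Reagent – ATP, methionine and E. coli bulk tRNA substrates · Times – 15 min enzyme-compound preincubation, 2 h reaction, 10 min detection, 25 °C · Measured by – luminescence of leftover ATP · Evaluation – percent inhibition relative to median high and low control wells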
CSN deneddyl inh = inhibitors of CSN-mediated cullin deneddylation, primary screen, biochemical, fluorescence polarization, uHTS | inhibition, % at 12.5 µM | Purified CSN, SCF-Nedd8-OG deneddylation | 360,000 tested, 0.38% active | AID 651999, 2013 | COP9 signalosome complex subunit 5 (Homo sapiens), Q92905;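 active = pattern-corrected inhibition above about 35%, with an unprinted fluorescence ratio check between 0.5 and 1.5, limit read from the data, passing the limit was not always enough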;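 also: 0% = enzyme with substrate and 100% = substrate without enzyme; some results filed as inactive read as strong as hits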
Target sequence (Q92905 whole entry, looked up, one chain of several): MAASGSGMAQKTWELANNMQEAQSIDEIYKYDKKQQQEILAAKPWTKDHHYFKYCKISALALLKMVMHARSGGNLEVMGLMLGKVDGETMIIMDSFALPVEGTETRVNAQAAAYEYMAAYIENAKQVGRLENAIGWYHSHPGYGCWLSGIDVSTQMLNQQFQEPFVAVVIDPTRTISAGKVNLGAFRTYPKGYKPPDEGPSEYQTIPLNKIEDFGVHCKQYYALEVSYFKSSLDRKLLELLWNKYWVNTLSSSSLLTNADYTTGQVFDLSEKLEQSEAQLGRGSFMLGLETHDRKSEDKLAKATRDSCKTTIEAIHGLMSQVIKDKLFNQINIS
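assay system = purified human Csn5 enzyme expressed in HEK293T cells | amount = 0.24 nM enzyme | buffer or medium = Tris/NaCl/DTT buffer, pH 7.5 | reagent = 10 nM SCFSkp2-Nedd8OG | compound = one concentration, 12.5 µM, 0.25% DMSO | times = 90 min reaction at room temperature | signal = FP | read-out basis = % inhibition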
Rpn11 block = Rpn11 (PSMD14) deubiquitinase inhibitors, primary screen, biochemical, fluorescence polarization, uHTS; 26S proteasome non-ATPase regulatory subunit 14 (Homo sapiens), O00487; human 26S proteasome, Ub4-pepOG fluorescence polarization; 20S core pre-blocked with epoxomicin; calls only at 20 µM; 360,000 tested, 0.59% active; AID 588493, 2011;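 active = inhibition at 20 µM, scaled to each plate's controls, above about 33%, limit read from the data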
LMPTP inh = LMPTP phosphatase inhibitors, primary screen, biochemical, fluorescence intensity, uHTS; Low molecular weight phosphotyrosine protein phosphatase (Homo sapiens), P24666; recombinant LMPTP-A, OMFP fluorogenic substrate; inhibition, % at 20 µM; 360,000 tested, 0.22% active; AID 651560, 2012;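 active = compounds that cut the enzyme signal by at least half of the control window in the single-dose screen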;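 also: plate controls were DMSO wells with enzyme plus substrate for no effect and substrate without enzyme for full effect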
Target sequence (P24666 whole entry, looked up): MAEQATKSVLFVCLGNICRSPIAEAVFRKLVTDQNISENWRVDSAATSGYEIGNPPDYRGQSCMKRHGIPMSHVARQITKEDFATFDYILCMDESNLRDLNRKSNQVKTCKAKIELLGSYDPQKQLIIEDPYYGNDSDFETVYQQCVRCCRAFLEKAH
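Buffer or medium: Bis-Tris pH 6.0, DTT, detergent; Assay system: LMPTP-A enzyme; Quantity: 0.625 nM enzyme; Detection: endpoint fluorescence intensity; Times: 50 min dark incubation at room temperature; Controls: substrate-only low control, DMSO enzyme-plus-substrate high control; Doses: single 20 µM dose; Read-out: percent inhibition versus substrate-only and uninhibited controls; Reagent: 400 µM OMFP.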
DNMT1 inh = human DNMT1 methyltransferase inhibitors, primary screen, biochemical, molecular beacon, fluorescence, HinP1I cleavage, uHTS. 360,000 tested, 0.83% active. inhibition (reported as % activation of signal), % at 10 µM. DNA (cytosine-5)-methyltransferase 1 (Homo sapiens), P26358; in the data active = inhibition above about 50%
SUMO1-SIM PPI = modulators of SUMO1 protein-protein interactions, primary screen, biochemical, uHTS | inhibition, % at 20 µM | SUMO1 binding to a labelled peptide, TR-FRET, 1 h | 360,000 tested, 0.33% active | Small ubiquitin-related modifier 1 (Homo sapiens), P63165; in the data active = inhibition above about 37%
Target sequence (P63165 whole entry, looked up): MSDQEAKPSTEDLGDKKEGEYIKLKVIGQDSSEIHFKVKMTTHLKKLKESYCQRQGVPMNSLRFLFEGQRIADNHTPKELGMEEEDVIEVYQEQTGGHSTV
NadD block = inhibitors of S. aureus NadD, primary screen, biochemical, colorimetric, uHTS; Nicotinate-nucleotide adenylyltransferase NadD (Staphylococcus aureus N315); purified NadD enzyme, colorimetric absorbance read-out; inhibition, % at 20 µM; 360,000 tested, 0.78% active; in the data active = inhibition above about 26%; also: some compounds past the cut are filed as inactive
STEP inh = STEP phosphatase inhibitors, primary screen, biochemical, fluorescence intensity, uHTS; recombinant STEP, OMFP fluorogenic substrate; Tyrosine-protein phosphatase non-receptor type 5 (Homo sapiens), P54829; inhibition, % at 20 µM; 360,000 tested, 0.25% active;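 active = inhibition at 20 µM, scaled per plate between control wells, above about 37%, limit read from the data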;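 also: 0% = DMSO with enzyme and substrate and 100% = substrate only without enzyme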
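Test system: STEP tyrosine phosphatase / Reagent: OMFP at 25 µM / Doses: 20 µM, 1% DMSO / Read-out: percent inhibition scaled to no-enzyme and uninhibited-enzyme controls, plate-pattern corrected / Detection: FITC-channel fluorescence of OMFP product / Medium: Bis-Tris buffer pH 6.0, 2.5 mM DTT, 0.005% Tween 20 / Schedule: 20 min at room temperature, dark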
* = called active by the depositor; i = inactive; . = not tested or not shown.

SMILES	MsrA inhibitor	Scp-1 inhibitor	TbMetRS inhib	CSN deneddyl inh	Rpn11 block	LMPTP inh	DNMT1 inh	SUMO1-SIM PPI	NadD block	STEP inh
Cc1cc(C)n(-c2ccc(C(=O)OCC(=O)Nc3cc(S(C)(=O)=O)ccc3Cl)cc2)n1	0.8	-6	0.1	7	i	-0.5	2	4	-1	1
NC(=O)c1cccc(-c2ccnc3c2CC(C(=O)NCc2ccc(F)c(F)c2)O3)c1 (centres undefined)	0.1	.	0.1	3	i	-1.7	2	-2	-5	2
O=C(COc1ccc([N+](=O)[O-])cc1Cl)N1CCc2ccccc21	0.5	-1	0.3	3	i	0.8	1	-4	0	-1
COc1ccccc1CNC(=O)CCNS(=O)(=O)c1ccc2c(c1)oc(=O)n2C	-0.9	-6	-0.2	3	i	1.0	-2	1	6	-3
Cn1c(=O)c2c(ncn2CC(=O)OCC(=O)Nc2ccc(F)cc2F)n(C)c1=O	0.4	0	-0.7	2	i	-1.2	-1	1	3	-2
O=C(C1=NN(c2ccccc2)C2C(=O)N(c3ccccc3)C(=O)C12)c1ccccc1 (centres undefined)	1.1	-13	1.8	7	i	0.2	-7	-8	3	0
COc1cc(NC(=O)Cc2ccc(S(=O)(=O)N3CCOCC3)s2)c(OC)cc1Cl	1.0	-3	-0.3	2	i	0.9	-2	-4	-7	0
CCOC(=O)C(=COC(=O)c1ccccc1)NC(=O)Cc1ccccc1	-0.5	-3	-0.2	3	i	0.2	-5	-2	0	2
CCCOC(=O)CCCN1C(=O)/C(=C2\SC(=S)N(CCCC(=O)OCCC)C2=O)SC1=S	0.3	-10	-0.4	1	i	2.7	-14	-13	0	2
O=C(O)/C=C/c1cnn(-c2ccccc2)c1	-0.9	-1	-0.7	-4	i	-1.3	-1	7	0	-2
C=CCNCCCCOc1ccc(Br)cc1C	-0.4	-4	4.3	3	i	-4.9	-2	4	-5	-1
Cc1cc(N/N=C/c2ccccc2Cl)nc(NCc2ccccc2)n1	2.5	0	-0.5	-7	i	9.0	-19	-2	7	6
O=C(CNc1ccc(Br)cc1)c1ccc(O)cc1	0.9	3	0.2	-13	i	-0.6	1	0	-3	0
Cc1cc(C)cc(OCC(=O)Nc2ccc(N3CCCCC3)cc2)c1	0.5	0	-0.5	-2	i	0.8	-4	-18	9	2
CN(C(=O)COc1ncnc2ccccc12)C1CCCCC1	0.6	0	-0.5	-6	i	-1.3	3	-6	-2	1
CCc1nc2c(OCC(=O)c3ccc(Cl)cc3Cl)cccn2c1N(C=O)Cc1ccc(OC)cc1	0.7	.	0.0	1	i	2.4	-14	1	25	1
O=C(CN1CCC(C(=O)c2ccc(Cl)cc2)CC1)Nc1ccc2c(c1)OCCO2	-1.2	-1	-0.8	-1	i	-1.4	-3	3	-6	-2
O=C(NCc1ccccc1)C1=C[C@H](C2CC2)C[C@H](OCc2ccc(CO)cc2)O1	-0.5	1	-0.4	3	i	0.7	-1	-4	0	-1
CS(=O)(=O)N(CC(=O)N/N=C/c1cc2c(cc1Br)OCO2)c1ccccc1Br	4.1	0	-0.7	-1	i	2.6	-7	-8	5	0
Cc1c(C)n(CCCN(C)C)c2ncnc(Nc3ccccc3)c12	-0.1	-7	-0.1	-2	i	3.8	-1	2	0	0
COc1ccc(NC(=S)NNC(=O)c2cccs2)cc1	1.0	-6	-0.3	-4	i	-1.0	8	0	-4	-3
O=[N+]([O-])c1ccc(Cl)c(S(=O)(=O)Nc2ccc(-c3ccc(N4CCOCC4)nn3)cc2)c1	3.0	7	-0.4	4	i	1.0	2	-28	18	-1
CNS(=O)(=O)c1cn(CC(=O)NCc2cccc(OC)c2)cc1S(=O)(=O)NC	0.0	0	0.3	3	i	-2.2	4	1	-2	2
O=C(Nc1ccc(F)cc1)c1csc(Cc2ccccc2)n1	0.0	-11	0.2	2	i	-0.5	3	4	-6	0
COc1cc(NC(=O)c2ccccn2)cc(OC)c1OC	-0.1	-6	0.8	6	i	1.4	-2	-2	6	-2
COCCN(CC1CCCN(C2Cc3ccccc3C2)C1)C(=O)CCC(N)=O (centres undefined)	0.8	9	0.7	2	i	2.7	1	-2	-4	1
COCCn1c(C)c(C)c(S(=O)(=O)c2ccccc2)c1N	1.1	-19	-0.6	-4	i	-1.2	-8	-1	-9	2
C=CCN=C1S/C(=C/c2ccc([N+](=O)[O-])cc2)C(=O)N1CC=C	-1.2	-11	-0.4	0	i	-0.6	5	-13	1	2
CC(C)(C)OC(=O)N1CCN(C(=O)c2[nH]cnc2C(=O)Nc2cccc(Cl)c2)CC1	0.3	-6	-0.3	-1	i	0.2	-7	-2	5	-3
COCCNC(=O)c1ccc(Cl)c(S(=O)(=O)Nc2cccc(C)c2C)c1	0.0	-13	0.5	3	i	-0.5	-2	-4	-4	-1
Cc1nc(SCC(=O)NC2(C#N)CCCC2)n(CC(C)C)c1C	1.2	-7	-0.3	-2	i	-0.3	2	4	-2	-3
Cc1cccn2c(=O)c(/C=C(\C#N)C(=O)NCc3ccco3)c(N3CCC(C(N)=O)CC3)nc12	1.1	4	-1.2	-4	i	-1.1	2	33	1	0
Cc1ccc(NC(=O)CSc2nnnn2-c2ccc3c(c2)OCO3)cc1C	2.8	-5	-0.7	-2	i	-1.0	17	-1	-5	1
O=C(COc1ccc(Cl)cc1)NCc1ccc(F)cc1	-1.3	-5	1.1	4	i	0.4	1	1	-3	2
COc1ccc(-c2cc(C(=O)Nc3ccc(NC(C)=O)cc3)[nH]n2)c(C)c1	0.8	.	0.7	7	i	1.0	-1	0	-4	3
OCC[C@@H]1C[C@H](O)[C@@H](O)[C@]2(OCCc3ccccc32)O1	0.5	-8	0.1	2	i	-1.3	10	7	-2	1
C/C=C/c1ccc(Oc2nnnn2-c2ccc(C(=O)O)cc2)c(OC)c1	-1.5	-13	0.5	-1	i	-0.8	-8	-1	-2	1
C=CCSc1nc(-c2ccccc2)c(C#N)c(=O)[nH]1	-0.2	-8	-0.2	0	i	-1.0	3	-2	-1	0
Cc1noc(C)c1COc1ccc(C(=O)N2CCCC(C(F)(F)F)C2)cc1 (centres undefined)	0.2	-5	-0.1	0	i	0.0	1	4	-10	2
CCCCc1cc(=O)oc2c(CN(C)C)c(O)ccc12	2.5	1	-0.7	-3	i	0.2	5	4	-2	2
Cc1ccc(NC(=O)COC(=O)Cn2ccc(=O)[nH]c2=O)cc1C	-0.2	9	-0.5	-2	i	-0.1	0	1	3	0
Cc1ccc(-n2nnnc2/C=C\Nc2cc(C)on2)cc1	0.1	-3	0.1	-22	i	-0.6	-3	-1	0	-2
COc1ccc(N2CC(NS(=O)(=O)c3cccnc3)CC2=O)cc1 (centres undefined)	-0.2	-5	-0.4	-2	i	0.3	0	10	-4	0
CCc1c(C(=O)N/N=C/c2ccsc2)csc1C	1.1	-15	-1.0	-10	i	-1.7	6	-4	-3	-3
Cc1ccccc1-c1cc2nc(NCc3ccncc3)n(C)c(=O)c2s1	-0.6	.	0.3	3	i	2.4	-2	-9	3	0
COc1cc2cncc(Cc3ccc(Cl)cc3)c2cc1OC	.	6	1.3	-2	i	0.8	-8	7	3	1
COCCN(CCOC)C(=O)Nc1ccc(Cl)cc1	-0.2	-3	-0.2	-5	i	-0.5	0	-2	-4	-4
COc1ccc(C(=O)NCC(=O)N/N=C/c2cccnc2)cc1	-1.0	0	0.2	5	i	-0.2	10	-10	-4	0
Cc1ccc(S(=O)(=O)NCCC(=O)Nc2ccc(C)cc2C(=O)c2ccccc2)cc1	0.8	-10	0.1	2	i	0.2	-4	3	-10	-1
Cc1ccc(-c2csc3ncnc(NS(=O)(=O)c4ccc(Cl)cc4)c23)cc1	0.3	5	-1.0	-18	i	-0.7	1	2	5	0
O=C(C[C@H]1CC[C@H]2[C@@H](COC[C@@H](O)CN2Cc2cc(F)ccc2F)O1)NCc1ccc(Cl)cc1	0.6	.	-0.4	-3	.	-1.1	.	2	.	.
CCN(CC)S(=O)(=O)c1ccc(Cl)c(NC2=NCCCCC2)c1	0.5	-9	-0.2	-5	i	-0.8	0	1	-2	8
Cc1c(NC(=O)CSc2nnc(-c3cccnc3)n2N)c(=O)n(-c2ccccc2)n1C	0.0	-12	0.2	-2	i	-1.8	5	-10	0	2

3 of the entries above in order of the LMPTP inh value, smallest number first.
SMILES	MsrA inhibitor	Scp-1 inhibitor	TbMetRS inhib	CSN deneddyl inh	Rpn11 block	LMPTP inh	DNMT1 inh	SUMO1-SIM PPI	NadD block	STEP inh
Cc1c(NC(=O)CSc2nnc(-c3cccnc3)n2N)c(=O)n(-c2ccccc2)n1C	0.0	-12	0.2	-2	i	-1.8	5	-10	0	2
CCN(CC)S(=O)(=O)c1ccc(Cl)c(NC2=NCCCCC2)c1	0.5	-9	-0.2	-5	i	-0.8	0	1	-2	8
O=C(COc1ccc(Cl)cc1)NCc1ccc(F)cc1	-1.3	-5	1.1	4	i	0.4	1	1	-3	2
